SIAE primary = blocks human sialic acid acetylesterase; AID 1053197; SIAE FP-Rh probe binding, fluorescence polarization; Q9HAT2; inhibition, % at 9.66 µM; hit rate 0.69% among 370,000;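 active means inhibition above a cutoff: mean of compounds within the control limits plus 3 SD of those, cut at about 17% in these data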;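 further: 0% = plate median of compound wells and 100% = probe without SIAE protein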
PRMT1 FP inh = blocks human protein arginine methyltransferase 1. hit rate 1.3% among 370,000. recombinant PRMT1, activity-based probe fluorescence polarization. inhibition, % at 2.79 µM. AID 652257;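 active means inhibition above about 21% made by adding two undisclosed values, limit read from the data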
Target sequence (Q99873 whole entry, looked up): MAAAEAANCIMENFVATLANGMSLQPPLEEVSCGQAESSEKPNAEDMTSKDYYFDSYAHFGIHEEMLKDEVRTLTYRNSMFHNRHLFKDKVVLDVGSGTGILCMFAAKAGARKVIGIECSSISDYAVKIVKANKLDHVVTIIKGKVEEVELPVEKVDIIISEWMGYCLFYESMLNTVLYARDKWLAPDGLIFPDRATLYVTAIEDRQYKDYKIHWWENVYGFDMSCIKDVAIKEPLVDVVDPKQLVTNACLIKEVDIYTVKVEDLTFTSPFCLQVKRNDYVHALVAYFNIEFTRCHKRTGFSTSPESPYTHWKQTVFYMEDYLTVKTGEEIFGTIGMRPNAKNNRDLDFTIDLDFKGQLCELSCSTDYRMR
mABHD4 FP = ABHD4 (mouse) inhibition, primary FP screen; purified mABHD4, FP-Rh probe fluorescence polarization; inhibition, % at 8.92 µM; hit rate 0.54% among 370,000;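 active means inhibition exceeding the mean over every tested compound plus 3 SD, cut at about 30% in these data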;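 further: 0% = plate median of compound wells and 100% = S159A mutant with DMSO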
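Assay system: mABHD4 protein; medium: HEPES pH 7.0, NaCl, Pluronic buffer; dosing: 8.92 µM, single dose; schedule: 45 min + 60 min at 25 °C; signal: FP readout, ex 525 nm / em 598 nm; read-out: normalized percent inhibition of probe labeling; repeats: single replicate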
Tn7 DDE FP = disrupts Tn7 cyclic peptide binding to fibrin D-Dimer-E complex; P02675; FP displacement of FITC-Tn7 peptide from fibrin DD(E); 0% = median of compound wells per plate; inhibition, % at 8.3 µM; hit rate 0.13% among 370,000;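 active means inhibition above the mean of compounds falling within the control limits plus 3 SD of them, cut at about 14% in these data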;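 further: 0% = plate median of compound wells and 100% = 10 µM Aha-Tn7 peptide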
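Test system – human fibrin DD(E) · Times – 10 min preincubation, 3 h with tracer, room temperature · Detection – fluorescence polarization of the labelled Tn7 tracer · Measure – percent inhibition normalized to high-control wells · Benchmarks – high control wells with 10 µM unlabelled Aha-Tn7 peptide (full inhibition) · Repeats – singlicate testing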
UHRF1 MBD2 ctr = UHRF1 methyl-DNA binding inhibition; AID 687016; UHRF1 binding to methylated oligo, TR-FRET; hit rate 0.75% among 370,000; Q96T88; inhibition, % at 4.4 µM; in the data active means inhibition above about 21%;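 further: UHRF1 SRA domain binding a hemimethylated CpG hairpin DNA probe; 0% = median of test compound wells and 100% = reference inhibitor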
LEDGF integ inh = blocks HIV-1 LEDGF/p75-dependent DNA integration; TR-FRET IN-LEDGF/p75 DNA integration, Eu/Cy5; inhibition, % at 3.7 µM; hit rate 0.64% among 370,000; AID 743269;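 active means inhibition above the screen-wide mean plus 3 SD, cut at about 13% in these data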;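 further: signal is the Cy5 over europium emission ratio at 671 and 618 nm; 0% = plate median of compound wells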
HTRA1 inhibitor = inhibitors of human serine peptidase HTRA1. Q92743. recombinant HTRA1, FP-rhodamine activity-based probe, fluorescence polarization. inhibition, % at 5.96 µM. hit rate 0.5% among 340,000; in the data active means inhibition above about 36%;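 further: 0% = enzyme with DMSO and 100% = wells lacking enzyme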
TDP2 absorb = TDP2 (human) inhibition, absorbance primary screen. O95551. recombinant TDP2, T5PNP hydrolysis, p-nitrophenol absorbance 415 nm. inhibition, % at 12.8 µM. hit rate 0.34% among 370,000. AID 720702;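 active means inhibition above the mean of all tested compounds plus 3 SD, set per campaign, cut at about 25% in these data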;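 further: 0% = DMSO with enzyme and 100% = buffer with substrate but no TDP2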
Target sequence (O95551 whole entry, looked up): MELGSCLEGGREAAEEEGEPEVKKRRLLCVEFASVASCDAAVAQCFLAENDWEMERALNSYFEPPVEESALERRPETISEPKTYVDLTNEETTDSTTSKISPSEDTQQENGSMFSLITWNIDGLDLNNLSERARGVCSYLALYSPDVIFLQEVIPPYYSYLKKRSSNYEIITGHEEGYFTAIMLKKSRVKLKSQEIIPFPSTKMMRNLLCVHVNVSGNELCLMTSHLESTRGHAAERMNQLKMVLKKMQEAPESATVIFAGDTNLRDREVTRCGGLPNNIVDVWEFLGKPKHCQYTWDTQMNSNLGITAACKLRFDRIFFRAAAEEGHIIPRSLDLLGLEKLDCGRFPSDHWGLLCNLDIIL
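System – recombinant human TDP2 · Amount – 120 nM TDP2 per well · Buffer or medium – Mg2+-containing Tris-HCl buffer, pH 7.5 · Reagent – T5PNP substrate, 5 mM · Dosing – 12.8 µM single point, 1% DMSO · Incubation – 2 h at 37 °C · Measured by – epi absorbance · Read-out basis – percent inhibition · Benchmarks – high control without enzyme, low control DMSO plus TDP2 · Repeats – singlicate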
PG9 Ab binder = binds the HIV-1 gp120 antibody PG9. TR-FRET gp120-PG9 antibody binding. inhibition, % at 6.7 µM. hit rate 0.43% among 360,000. AID 624416; in the data active means inhibition above about 8.5%
TCR-CD3 inh = human TCR-CD3 binding inhibition | TAMRA-labeled TCR probe fluorescence, biochemical | inhibition, % at 9.4 µM | hit rate 0.37% among 360,000; in the data active means inhibition above about 19%;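 further: recombinant mutant TCR 2C K166C tagged with TAMRA read by polarization; 0% = receptor in buffer alone and 100% = receptor with positive control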
* hit, by the source's call; . = not tested or not shown.

| No. | Structure | UHRF1 MBD2 ctr | TCR-CD3 inh | LEDGF integ inh | mABHD4 FP | TDP2 absorb |
| --- | --- | --- | --- | --- | --- | --- |
| 1 | CS(=O)(=O)N(CC(=O)NCCSCc1ccccc1)c1ccc2c(c1)OCO2 | -0.9 | 1.3 | -0.2 | 0.1 | 9.5 |
| 2 | Cc1ccc(/C=C2\SC(=S)N(NS(=O)(=O)c3ccc(C)cc3)C2=O)cc1 | -2.8 | 8.1 | -4.8 | 1.1 | -5.0 |
| 3 | Cc1cc(C)n(-c2ccc(C(=O)NCC(=O)Nc3cc(Cl)ccc3Cl)cc2)n1 | -1.0 | -10.6 | -7.5 | -3.5 | -4.3 |
| 4 | O=C(CSc1ccccc1F)Nc1ccc2c(c1)OCO2 | -1.3 | 3.8 | 3.7 | 4.2 | 11.9 |
| 5 | CCN(CC)c1ncnc2c1ncn2[C@H]1CN(Cc2cc(OC)c(OC)c(OC)c2)C[C@@H](CO)O1 | 1.0 | 1.3 | -2.6 | 2.1 | 12.0 |
| 6 | Cc1ccc(C2OCC3(CO2)COC(c2ccc(C)cc2)OC3)cc1 (configuration not stated) | 19.5 | 3.9 | 1.1 | -0.2 | 4.2 |
| 7 | Cc1cc(C)c(NC(=S)NC(=O)c2ccc(-c3ccccc3)cc2)c(C)c1 | 3.4 | -4.0 | -0.3 | -6.8 | 11.1 |
| 8 | CCOC(=O)/C(C(C)=O)=C1/OC(=O)c2ccccc21 | -0.6 | 11.2 | -2.2 | -5.3 | -3.7 |
| 9 | O=C(NNC1=Nc2cccc3cccc1c23)c1ccc(Br)cc1 | -3.6 | 3.6 | 3.1 | 7.3 | -5.7 |
| 10 | O=C(Nc1cccc2c1CCCC2)c1cc([N+](=O)[O-])cc([N+](=O)[O-])c1 | -0.5 | 2.7 | -1.9 | 7.3 | 9.3 |
| 11 | NS(=O)(=O)c1ccc(CCNC(=O)CCc2nc3ccccc3s2)cc1 | -0.2 | 8.2 | -0.5 | 1.0 | -5.0 |
| 12 | COc1cc(OC)cc(C(=O)Nc2ccc([N+](=O)[O-])cn2)c1 | 0.2 | -11.6 | 2.8 | -2.3 | -1.7 |
| 13 | O=C(NCc1ccccn1)c1cc2ccccc2oc1=O | 0.9 | -8.0 | 3.7 | -12.0 | -4.0 |
| 14 | COC(=O)CCc1nc2ccccc2[nH]c1=O | 0.1 | -3.8 | 5.8 | 1.3 | -12.7 |
| 15 | Cc1ccc2c(cnn2C(=O)CCCC(=O)NCc2cccc(F)c2)c1 | -2.0 | 0.5 | -1.8 | 6.9 | -1.5 |

| No. | PG9 Ab binder | PRMT1 FP inh | HTRA1 inhibitor | Tn7 DDE FP | SIAE primary |
| --- | --- | --- | --- | --- | --- |
| 1 | 0.5 | -3.0 | -4.3 | 1.6 | 1.6 |
| 2 | 2.9 | 0.3 | -1.6 | 1.0 | -10.1 |
| 3 | 0.5 | 5.4 | -3.4 | 0.6 | 0.3 |
| 4 | 0.2 | -1.3 | -2.5 | -6.0 | 3.4 |
| 5 | -1.3 | -1.4 | . | -0.7 | 4.2 |
| 6 | -1.7 | -1.2 | 1.1 | -9.8 | -1.7 |
| 7 | -1.8 | 2.3 | -5.3 | 1.1 | -5.8 |
| 8 | -2.8 | 1.6 | 4.8 | -3.0 | 0.9 |
| 9 | -6.5 | 0.1 | . | -3.7 | -2.0 |
| 10 | 0.5 | 0.6 | -3.9 | 3.2 | -1.3 |
| 11 | -1.1 | -4.6 | -1.4 | 0.3 | -3.6 |
| 12 | -2.1 | -1.1 | 5.4 | -1.4 | -2.5 |
| 13 | 3.3 | 3.3 | 5.0 | -3.6 | 2.5 |
| 14 | 0.1 | 1.9 | 6.2 | -3.1 | 3.4 |
| 15 | 3.8 | -0.1 | -1.2 | -5.1 | -6.0 |

The results go on:
| No. | Structure | UHRF1 MBD2 ctr | TCR-CD3 inh | LEDGF integ inh | mABHD4 FP | TDP2 absorb |
| --- | --- | --- | --- | --- | --- | --- |
| 16 | COc1cccc(OC)c1OCCNC(C)(C)C | 1.1 | 1.3 | -1.6 | 2.6 | 5.9 |
| 17 | CC/C(=N\NC(=O)C1CCCC1)c1ccc(Br)cc1 | 1.4 | -9.9 | 0.1 | 1.3 | 2.0 |
| 18 | CCOC(=O)NCCc1c(C)nc2c(c(C)nn2C(C)(C)C)c1C | 0.7 | -0.7 | 1.7 | -1.7 | -1.2 |
| 19 | Cc1ccc(C)c(S(=O)(=O)N2CCCOC2CNC(=O)C(=O)NCCc2ccccc2)c1 (configuration not stated) | 2.6 | -2.4 | 5.0 | -15.9 | 2.9 |
| 20 | Cc1cccc(COc2ccccc2C(=O)OCC(=O)N(C)c2c(N)n(Cc3ccccc3)c(=O)[nH]c2=O)c1 | 0.3 | -0.2 | -0.2 | -1.4 | 11.1 |
| 21 | Cc1ccc(S(=O)(=O)NNC(=O)Nc2ccc([N+](=O)[O-])cc2)c(C)c1 | -0.8 | 1.3 | 1.9 | -1.0 | -13.1 |
| 22 | O=C(O)CNC(=O)/C(=C\c1cccc([N+](=O)[O-])c1)NC(=O)c1ccco1 | 0.6 | 3.6 | -0.1 | -4.2 | -12.6 |
| 23 | O=C(NC1CC1)c1nc(Cn2ccc([N+](=O)[O-])n2)no1 | -2.9 | -7.0 | 1.6 | 6.8 | 18.7 |
| 24 | COC(=O)/C(=C1\Oc2ccc(C(C)(C)C)cc2S1)C(F)(F)F | -2.9 | -1.9 | 3.4 | 4.0 | 2.0 |

| No. | PG9 Ab binder | PRMT1 FP inh | HTRA1 inhibitor | Tn7 DDE FP | SIAE primary |
| --- | --- | --- | --- | --- | --- |
| 16 | 1.3 | -2.0 | -0.6 | -2.4 | 5.3 |
| 17 | -1.0 | 4.5 | -2.2 | -4.0 | -1.9 |
| 18 | -0.3 | -1.2 | -5.2 | 0.5 | 3.7 |
| 19 | 2.9 | 7.0 | -1.6 | -1.0 | 2.4 |
| 20 | 0.6 | 0.5 | -15.2 | 4.2 | -4.0 |
| 21 | -1.6 | -1.6 | -9.8 | -2.7 | -0.4 |
| 22 | -1.6 | 5.2 | 4.9 | -1.1 | -4.4 |
| 23 | 0.0 | 0.1 | 1.5 | 1.7 | 4.0 |
| 24 | 1.3 | -1.7 | 8.4 | -2.5 | 0.8 |

A different layout for 6 compounds above:
item | SMILES | UHRF1 MBD2 ctr | TCR-CD3 inh | LEDGF integ inh | mABHD4 FP | TDP2 absorb | PG9 Ab binder | PRMT1 FP inh | HTRA1 inhibitor | Tn7 DDE FP | SIAE primary
6 | Cc1ccc(C2OCC3(CO2)COC(c2ccc(C)cc2)OC3)cc1 (configuration not stated) | 19.5 | 3.9 | 1.1 | -0.2 | 4.2 | -1.7 | -1.2 | 1.1 | -9.8 | -1.7
11 | NS(=O)(=O)c1ccc(CCNC(=O)CCc2nc3ccccc3s2)cc1 | -0.2 | 8.2 | -0.5 | 1.0 | -5.0 | -1.1 | -4.6 | -1.4 | 0.3 | -3.6
13 | O=C(NCc1ccccn1)c1cc2ccccc2oc1=O | 0.9 | -8.0 | 3.7 | -12.0 | -4.0 | 3.3 | 3.3 | 5.0 | -3.6 | 2.5
8 | CCOC(=O)/C(C(C)=O)=C1/OC(=O)c2ccccc21 | -0.6 | 11.2 | -2.2 | -5.3 | -3.7 | -2.8 | 1.6 | 4.8 | -3.0 | 0.9
1 | CS(=O)(=O)N(CC(=O)NCCSCc1ccccc1)c1ccc2c(c1)OCO2 | -0.9 | 1.3 | -0.2 | 0.1 | 9.5 | 0.5 | -3.0 | -4.3 | 1.6 | 1.6
12 | COc1cc(OC)cc(C(=O)Nc2ccc([N+](=O)[O-])cn2)c1 | 0.2 | -11.6 | 2.8 | -2.3 | -1.7 | -2.1 | -1.1 | 5.4 | -1.4 | -2.5

Source: PubChem BioAssay (The Scripps Research Institute Molecular Screening Center)
